# Screens as filed in PubChem.
# RORg inh: inhibitors of mouse ROR gamma transcriptional activity; AID 2551; hit rate 5.4% among 310,000; Potency, µM (titrated, usually from 53.6 µM), without a hit: top-dose activity change, negative = inhibition, most hits filed as inhibitors; P51450; Drosophila S2 Gal4-RORgamma UAS-luciferase reporter, 20 h; further: on the % scale 0 is the no-effect control and ±100 the full control effect; nearly all actives have a fitted effect of over 60% in size
# Target sequence (P51450 whole entry, looked up, the tested form may be a part): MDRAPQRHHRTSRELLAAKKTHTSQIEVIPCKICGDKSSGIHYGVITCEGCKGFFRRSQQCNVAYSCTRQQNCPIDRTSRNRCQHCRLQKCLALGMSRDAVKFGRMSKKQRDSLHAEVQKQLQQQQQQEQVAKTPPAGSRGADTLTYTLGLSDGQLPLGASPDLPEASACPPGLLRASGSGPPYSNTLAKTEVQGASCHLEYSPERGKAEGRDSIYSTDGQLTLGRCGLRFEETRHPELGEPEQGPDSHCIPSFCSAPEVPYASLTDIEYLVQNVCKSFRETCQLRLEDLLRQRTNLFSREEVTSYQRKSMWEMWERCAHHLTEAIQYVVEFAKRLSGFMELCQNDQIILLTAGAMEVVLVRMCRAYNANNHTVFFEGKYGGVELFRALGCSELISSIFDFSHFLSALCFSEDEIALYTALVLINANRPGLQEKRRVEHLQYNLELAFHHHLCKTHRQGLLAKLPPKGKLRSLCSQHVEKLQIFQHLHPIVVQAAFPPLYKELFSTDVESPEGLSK
#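 Read-out: Photinus luciferase luminescence; inhibitors lower reporter signal. Insect Schneider cells with Gal4-ROR gamma fusion under metallothionein promoter, UAS reporter; 700 uM final copper sulfate induction, 20 hr, ambient temperature.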
# NPC1 promoter act: activators of NPC1 promoter; Huh7 NPC1 promoter luciferase reporter, 24 h; Potency, µM (highest dose often 9.22 µM), without a hit: at the highest dose activation, usual class: activators; hit rate 2.4% among 320,000; AID 485313;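 further: % of control where 0% means no effect; nearly all actives have a fitted effect of over 60% in size; reporter is driven by a mutant NPC1 promoter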
#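 Huh7 cells stably carrying NPC1 promoter–luciferase, plated in Opti-MEM with 10% FBS for 2 h, were exposed to compound in DMSO for 24 h at 37 °C; luciferase reagent was added for 10 min and luminescence read.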
# FLuc counter: firefly luciferase modulation, counter-screen for miR-21 project; purified FLuc, Km substrates, luminescence inhibition; Potency, µM (titrated, usually from 57.5 µM), for inactives: top-dose activity change, negative = inhibition, actives largely listed as inhibitors; hit rate 6.9% among 360,000; AID 588342; P08659;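 further: plate controls were vehicle for no effect and reference inhibitor for full effect; nearly all actives have a fitted effect of over 55% in size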
#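 Purified P. pyralis luciferase, 10 nM final, with Km-level 10 uM D-luciferin and 10 uM ATP in 50 mM Tris acetate pH 7.5, 10 mM Mg acetate, 0.01% Tween-20, 0.05% BSA; 6-point qHTS titration about 60 µM downward; luminescence read.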
# ELG1 genotoxic: genotoxicity induction in ELG1-luciferase HEK293T cells; HEK293T ELG1-luciferase reporter, luminescence, 16 h; Potency, µM (series often up to 46 µM), for the others: at the top dose activity change, positive = activation, usual class: activators; hit rate 1.3% among 330,000; AID 504466; further: % of control where 0% means no effect; nearly all actives have a fitted effect of over 60% in size
#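 Genotoxic stress is detected as increased luminescence from luciferase-tagged ELG1 in HEK293T cells, measured with ONE-Glo after a 16 hr treatment at 37 °C.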
# Gal4-VP16 FLuc: Gal4-VP16 reporter inhibition counter-screen; Potency, µM (highest dose often 53.6 µM), inactives show at the highest dose activity, negative = inhibition, hits mostly inhibitors; hit rate 3.5% among 310,000; Drosophila S2 Gal4-VP16 UAS-luciferase, luminescence, 20 h;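 further: Gal4-VP16 expression switched on by copper sulfate through the metallothionein promoter; on the % scale 0 is the no-effect control and ±100 the full control effect; nearly all actives have a fitted effect of over 50% in size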
# uPA surface inh: blocks generation of uPA at the cell surface | cell surface uPA generation assay, qHTS | Potency, µM (top dose mostly 38.3 µM), without a hit: at the highest dose activity change, negative = inhibition, most hits filed as inhibitors | hit rate 0.31% among 330,000; active means well fitted inhibition curve with a large enough effect; inconclusive means small, poorly fitted or top-dose-only effect; inactive means no such curve, though single readings can be large or run the other way; tested in mouse RAW 264.7 cells; further: on the % scale 0 is the no-effect control and ±100 the full control effect; nearly all actives have a fitted effect of over 55% in size
# BRCA1 expr act: activators of BRCA1 expression; AID 624202; hit rate 1.1% among 380,000; MCF7-BRCA1-FFLuc reporter, luminescence, 48 h; response scale: scaled: vehicle 0%, 10 µM genistein 100%; Potency, µM (doses to about 46.1 µM), without a hit: at the top dose activation, actives largely listed as activators; further: nearly all actives have a fitted effect of over 80% in size; some results filed as inactive show a strong effect at the top dose
#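 Compounds are tested at multiple concentrations on MCF7 BRCA1-luciferase reporter cells seeded at 2000 per well; after 48 h, a single luminescence end-point is taken and curves fitted to the normalized data.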
# p53 reactivation: restores transcriptional activity of mutant p53; Potency, µM (series often up to 92.2 µM), for inactives: top-dose activity change, positive = activation, most hits filed as activators; H1299 p53-A138V BP100-luciferase reporter, luminescence, 24 h; hit rate 0.063% among 320,000; further: % of control where 0% means no effect; nearly all actives have a fitted effect of over 45% in size
#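 p53-null H1299 cells stably carrying temperature-sensitive p53-A138V and a BP100-luciferase reporter were pinned with compounds (4-point, 1:5 series) and held 24 hrs at 37 deg C. Luminescence was read 10 min after detection reagent.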
# CXXC DNA block: inhibitors of human MLL CXXC domain-DNA interaction | Potency, µM (top dose mostly 115 µM), for the others: top-dose activity change, negative = inhibition, usual class: inhibitors | MLL-CXXC / FITC-HOXA9 DNA fluorescence polarization | Q03164 | hit rate 0.037% among 290,000; active means well fitted inhibition curve with a large enough effect in the polarisation, with a control signal flat, not every such curve was filed as active; inconclusive means small, poorly fitted or top-dose-only effect, or effect the other way, or a change in a side signal; inactive means no such curve, though single readings can be large or run the other way; the % refers to the polarisation
#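 Steps: dispense CXXC domain solution (7 uM) → pin compounds or unlabeled HOX-A9 DNA control → 5 min ambient → add FLSN-HOX-A9 solution (50 nM) → spin → 30 min ambient → fluorescence polarization. Tris pH 7.5/NaCl/DTT/BSA buffer.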
# MBNL1 CUG block: inhibitors of human MBNL1 binding to CUG repeat RNA; hit rate 0.036% among 280,000; Q9NR56; TR-FRET MBNL1-His/biotin-(CUG)12 binding, 665/545 ratio; Potency, µM (titrated, usually from 57.5 µM), for the others: at the highest dose activity change, negative = inhibition, hits mostly inhibitors; active means well fitted inhibition curve with a large enough effect in the signal ratio, with a control signal flat, not every such curve was filed as active; inconclusive means small, poorly fitted or top-dose-only effect, or effect the other way, or a change in a side signal; inactive means no such curve, though single readings can be large or run the other way; the % refers to the signal ratio; further: on the % scale 0 is the no-effect control and ±100 the full control effect
# Target sequence (Q9NR56 whole entry, looked up): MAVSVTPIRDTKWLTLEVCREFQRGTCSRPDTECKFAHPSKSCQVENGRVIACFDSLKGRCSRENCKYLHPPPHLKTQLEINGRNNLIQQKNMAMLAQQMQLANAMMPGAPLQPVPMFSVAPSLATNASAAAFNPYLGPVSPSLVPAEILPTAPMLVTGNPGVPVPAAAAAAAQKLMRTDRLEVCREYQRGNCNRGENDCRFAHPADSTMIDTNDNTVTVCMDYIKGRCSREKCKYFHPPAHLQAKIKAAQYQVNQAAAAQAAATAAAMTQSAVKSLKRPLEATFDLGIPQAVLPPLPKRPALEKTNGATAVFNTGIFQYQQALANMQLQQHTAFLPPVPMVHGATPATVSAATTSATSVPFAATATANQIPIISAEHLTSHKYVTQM
#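 MBNL1-His + Biotin-(CUG)12, cpd titration 92 nM–58 uM; Tb anti-His Ab 0.055 ng/ul, SA-XL665 5 nM (final); 60 min RT; ratiometric 665/545 nm, Ex 340 nm; normalized to buffer and full-complex controls.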
# Rab9 prom act: activates the Rab9 promoter; AID 485297; Huh7 Rab9 promoter-luciferase reporter, luminescence, 24 h; hit rate 2.8% among 320,000; Potency, µM (top dose mostly 9.22 µM), for the others: top-dose activation, negative = inhibition, actives largely listed as activators; further: % of control where 0% means no effect; nearly all actives have a fitted effect of over 60% in size
#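 Steps: seed 1500 Huh7 Rab9-luc cells per well, rest 2 h at 37 °C; add compound in DMSO; incubate 24 h; add luciferase reagent, 10 min ambient; read luminescence.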
# An asterisk follows results filed as active; ? = inconclusive; / = no result given; [ ] = remark or other dose. Unless noted, the call rests on the fitted dose curve; in most records, active means well fitted curve in the direction sought with a large enough effect; inconclusive means small, poorly fitted or top-dose-only effect, or another doubt; inactive means no such curve, though single readings can be large; an effect the other way counts as inactive or inconclusive. Potency means the concentration at half of the fitted maximal effect.
SMILES,RORg inh,NPC1 promoter act,FLuc counter,ELG1 genotoxic,Gal4-VP16 FLuc,uPA surface inh,BRCA1 expr act,p53 reactivation,CXXC DNA block,MBNL1 CUG block,Rab9 prom act
Cc1nc2sc3c(c2c(=O)n1/N=C/c1ccco1)CCCC3,14%,-1%,?,3%,-3%,12%,1%,6%,7%,-2%,-2%
COC(=O)c1c(NC(C)=O)sc(C(=O)Nc2ccccc2F)c1C,25%,?,0%,?,-5%,4%,?,-9%,-2%,84%[activator],?
CCOc1ccccc1C(=O)Oc1ccc2ccc(=O)oc2c1,-22%,-1%,-10%,0%,-3%,-18%,0%,23%,54%[activator],12%,2%
CCOCC(=O)Nc1ccccc1C(=O)O,-8%,-3%,-3%,1%,-16%,0%,-1%,3%,-5%,-7%,0%
C=CCOC(=O)CC(NC(=O)c1ccccc1)c1ccccc1 (configuration not stated),-13%,-4%,-1%,-1%,-1%,-1%,-1%,0%,2%,2%,-1%
CC(=O)N/C(=C\c1ccccc1)C(=O)OC/C=C/c1ccccc1,27%,0%,-2%,-4%,-1%,2%,-10%,0%,-2%,3%,-4%
CC(NC(=O)c1ccco1)c1nc(-c2ccc(Cl)cc2)no1 (configuration not stated),30%,-2%,-4%,-8%,-12%,1%,-23%,-10%,45%[activator],-1%,3%
COc1nc(Oc2ccc(=O)[nH]n2)nc(N2CCOCC2)n1,-9%,0%,2%,-2%,0%,/,0%,?,2%,-4%,-6%
CCCCC(CC)CNC(=O)c1cccs1 (configuration not stated),37%,-1%,-6%,-7%,-12%,-12%,-43%,-12%,-8%,-5%,0%
Cc1ccccc1S(=O)(=O)c1c(C)cc(C)n(CC(C)C)c1=O,27%,-1%,2%,-2%,2%,-1%,-26%,6%,10%,-2%,5%
C1=C(CCNC2=NCCCCC2)CCCC1,-43%,24%,1%,-25%,1%,-1%,-2%,4%,2%,-14%,-2%
COc1cc(SC)ccc1C(=O)OC(C)C(=O)NC1CCCC1 (configuration not stated),-1%,7%,-7%,-7%,?,3%,-7%,-4%,3%,-10%,-1%
Cc1cc(=O)oc2cc(OCC(=O)OCC(=O)NC(C)C)ccc12,3%,-2%,6%,4%,-14%,0%,0%,-1%,5%,-7%,13%
CC1CC(=O)Nc2ccccc2N1C(=O)CN1CCN(c2ccccc2)CC1 (configuration not stated),4%,-2%,1%,0%,-4%,3%,2%,-1%,10%,-2%,4%
C=CCNC(=O)C1CC2Cn3c(nc4ccccc43)C2N1C (configuration not stated),-10%,1%,7%,3%,0%,-1%,15%,2%,-8%,-7%,-1%
CCOc1cc(Br)c(CN2C(=O)NC3(CCCCCC3)C2=O)cc1OCC,21%,1%,2%,-37%[inhibitor],-12%,4%,-29%,-9%,5%,4%,-3%
O=C(c1cccn2c(=O)c3cc(Cl)ccc3nc12)N1CCN(Cc2ccc3c(c2)OCO3)CC1,-36%,5%,0%,-10%,-6%[0.365 µM],/,-82%,0%,2%,?,-5%
COC(=O)N/N=C/c1cccs1,-24%,2%,4%,-1%,-7%,0%,8%,-2%,5%,3%,0%
COc1ccc(C(=O)N/N=C(/C)c2cccc(NC(=O)c3ccncc3)c2)cc1OC,-9%,2%,?,-4%,-7%,-7%,0%,-7%,15%,6%,-2%
COc1cc(OC)cc(C(C)=O)c1,-20%,0%,1%,4%,-3%,-7%,4%,-1%,7%,-6%,8%
CN1N=C(C(=O)N2CCc3c([nH]c4ccccc34)C2c2c(F)cccc2Cl)CCC1=O (configuration not stated),10%,2%,?,?,1%,/,-6%,2%,-13%,-6%,15%
CCCOc1ccc(C2CC(=O)NC2=O)cc1 (configuration not stated),2%,1%,-2%,3%,-5%,-1%,-13%,-4%,0%,5%,-4%
CCN1CCN(CCCNC(=O)Cn2nc(C)n3nc(-c4ccccc4)cc3c2=O)CC1,-13%,-5%,0%,2%,-5%,4%,3%,3%,3%,-7%,-1%
O=C(CN1CCOCC1)Nc1nc(-c2ccccc2Cl)cs1,27%,-6%,0%,3%,18%,25%,-4%,7%,1%,-4%,-1%
NC12CC3CC(C1)CC(CO)(C3)O2,12%,-4%,5%,0%,-11%,-3%,-19%,-3%,-1%,0%,5%
CC1Oc2ccccc2N(Cc2cccnc2)C1=O (configuration not stated),1%,-1%,3%,2%,1%,-10%,0%,-11%,-10%,1%,-4%
O=C(NCc1ccc(F)cc1)C(=O)NCC1OCCN1S(=O)(=O)c1ccc2c(c1)OCCO2 (configuration not stated),-1%,0%,2%,-5%,-2%,-3%,-5%,2%,-7%,-6%,-5%
CN(CC(=O)Nc1cccc(F)c1)C(=O)CCN1C(=O)C2CC=CCC2C1=O (configuration not stated),/,-5%,6%,0%,/,15%,2%,0%,/,/,-4%
COc1cccc(C(=O)OCc2cc(=O)oc3c(C)c(C)ccc23)c1OC,2%,1%,17µM*,-12%,-9%,-5%,-15%,9%,-6%,-3%,-5%
CCOC(=O)N1CCN(Cc2nc(C3CC3)no2)CC1,-13%,5%,-5%,11%,5%,-3%,1%,7%,3%,-1%,19%
Cc1ccc(Oc2ccc(/C=N/O)cn2)cc1,-3%,?,?,?,10%,-6%,?,15%,1%,-2%,?
COc1cc(C=C(C(C)=O)C(C)=O)ccc1O,-39%,0%,3%,2%,4%,-11%,-8%,7%,3%,-3%,-4%
Cc1nn(S(=O)(=O)c2cccc([N+](=O)[O-])c2)c(C)c1S(=O)(=O)N1CCOCC1,-20%,-1%,-2%,-1%[9.26 µM],2%,12%,9%,-2%,14%,?,9%
Cc1ccc(-c2nnc(N3CCC(C)CC3)c3ccccc23)cc1,?,1%,?,-3%,?,?,-17%,-1%,-2%,2%,2%
O=C(CCN1C(=O)C2CC=CCC2C1=O)Nc1nc(-c2ccc(F)c(F)c2)cs1 (configuration not stated),/,17%,-1%,1%,/,-29%,-7%,?,/,/,13%
CNC(=O)COC(=O)C1CCN(S(=O)(=O)c2ccc3c(c2)OCCO3)CC1,/,-2%,2%,2%,/,-4%,-15%,11%,/,/,-2%
CCOCCn1ccc2c(OCC(=O)Nc3ccccc3OC)cccc2c1=O,/,-1%,3%,-8%,/,-2%,-24%,-9%,/,/,-38%[inhibitor]
CC(O)[C@H]1CNC(=O)C(=O)N1CCCCC1CCCCC1 (some centres not stated),3%,0%,2%,6%,5%,6%,1%,-5%,-9%,-6%,2%
N#CC1=C(N)OC2=C(CCc3ccccc32)C1c1ccccc1 (configuration not stated),-3%,-15%,-18%,?,-5%,-11%,-84%[inhibitor],15%,5%,/,-30%
O=C1C=CC(=O)N1Nc1ccc(Br)cc1,-14%,-7%,2%,-1%,-11%,0%,-3%,-2%,-1%,?,-2%
c1ccc2cc(CSCc3nc4ccccc4[nH]3)ccc2c1,?,-1%,?,?,11µM*,-1%,-39%,23%,6%,-9%,-6%
C=CCOc1ccc(/C=C2\SC(=S)N(NS(=O)(=O)c3ccccc3)C2=O)cc1,1%,-2%,?,0%,2%,1%,-3%,1%,9%,14%,2%[1.84 µM]
C#CCOc1ccc(/C=C2\SC(=S)N(Cc3cccnc3)C2=O)cc1,-34%,-2%,?,18%,-10%,1%,-76%,35µM*,6%,-13%,-25%
Cc1ccccc1NC(=O)CC1C(=O)Nc2ccccc2N1CC(=O)N(C)C1CCS(=O)(=O)C1 (configuration not stated),/,6%,-2%,-2%,/,-10%,-8%,15%,/,/,-3%
CC(=O)N/C(=N/c1nc(C)cc(C)n1)Nc1ccc(F)cc1F,-28%,0%,2%,-2%,5%,2%,3%,1%,12%,0%,-4%[1.84 µM]
Cc1ccc(NC(=O)CSCc2cc(=O)n3cc(C)sc3n2)c(C)c1,-5%,-1%,3%,2%,-5%,-9%,-11%,-4%,-5%,0%,8%
Cc1cc(C(=O)COC(=O)CNC(=O)c2ccccc2)c(C)n1CC1CCCO1 (configuration not stated),-8%,-4%,19µM*,8%,-16%,-2%,8%,-7%,7%,-6%,-12%
COc1ccc2nc(-n3c(C)ccc3C)sc2c1,9%,6%,-2%[2.3 µM],14%,2%,-19%,40%,?,5%,-3%,2%

# Some of the compounds tested; count on the stated rates, not on these rows.
